Screening results (PubChem)
E coli growth = bacterial growth inhibition, counter-screen for AddAB inhibitors; E. coli V3065 growth, OD600 absorbance, 18 h; 0.27% of 330,000 active; inhibition, % at 11.9 µM; AID 449728;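 active = inhibition above the campaign's mean inhibition across all tested compounds plus 3 SD, cut at about 9.9% in these data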;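 also: uninfected addAB+ strain grown without phage in ampicillin broth; 0% = DMSO wells and 100% = ciprofloxacin 0.95 µg/ml wells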
PKA-R1A activ = activators of PKA-R1A complex; PKA-R1A dissociation, Cy5-IP20 fluorescence polarization; scaled: DMSO 0%, 113 µM cGMP 100%; activation, % at 11.4 µM; 0.083% of 340,000 active;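 active = percent activation above the mean of all tested compounds plus 3 SD, cut at about 19% in these data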;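 also: higher means more PKAc released from R1A so a rise in polarization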
Pemphigus Ab inh = blocks pemphigus antibody binding to human desmoglein-3. 0.48% of 310,000 active. binding (percent of control), % at 10 µM. DSG3-coupled beads, scFv-anti-DSG3-GFP binding, flow cytometry; hits give low values. P32926. AID 588358;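 active = binding more than 3 SD below its plate's average and above zero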;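 also: hits lower antibody fragment binding to DSG3; some compounds called inactive have numbers as strong as hits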
SUMO Mot1 rescue = SUMOylation pathway inhibition by Mot1-301 growth rescue | S. cerevisiae Mot1-301 growth rescue, ATP luminescence, 38.5C; percent above DMSO median, 100 means doubled | growth rescue, % at 18.8 µM | 1% of 320,000 active | AID 2716;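 active = every valid replicate shows activation above 250% relative to neutral control wells; inactive = the rest, any valid replicate at or below 250%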;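 also: OY570 slx delta 5 strain wells were the positive control but not used for scaling; some compounds called inactive have numbers as strong as hits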
HTR5A inv ctr = counter-screen for OPRM1-OPRD1 inverse agonists: human HTR5A inverse agonism; P47898; HTR5A cell line, luminescence; inhibition, % at 9.3 µM; 0.083% of 340,000 active; AID 504634; in the data active = inhibition mostly above about 23%, no sharp cut-off; inactive = mostly below about 18%;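 also: 0% = cells with DMSO and 100% = no-cell wells with DMSO; some compounds called inactive have numbers as strong as hits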
AddAB inh = less growth of phage-infected E. coli with AddAB | AID 435030 | 0.29% of 330,000 active | inhibition, % at 11.9 µM | E. coli expressing H. pylori AddAB, absorbance growth; in the data active = inhibition above about 12%;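 also: 0% = vehicle wells of infected cells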
HTR5A ag = counter-screen for OPRM1-OPRD1 agonists: human HTR5A agonism. HTR5A agonist assay, luminescence, cell-based. activation, % at 9.3 µM. 0.61% of 340,000 active; in the data active = activation mostly above about 9.5%, no sharp cut-off; inactive = mostly below about 7.6%;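 also: 0% = cells with vehicle only and 100% = reference agonist; strong numbers were not always called active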
MOR-DOR inv ag = mu-delta opioid heterodimer inverse agonism | cell-based MOR-DOR heterodimer luminescence | inhibition, % at 9.3 µM | 0.21% of 340,000 active | AID 504357; in the data active = inhibition above about 22%, passing the limit was not always enough;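 also: 0% = cells with DMSO and 100% = wells without cells with DMSO; values of inactives mirror those of a sister screen read the other way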
Target sequence (P35372 whole entry, looked up): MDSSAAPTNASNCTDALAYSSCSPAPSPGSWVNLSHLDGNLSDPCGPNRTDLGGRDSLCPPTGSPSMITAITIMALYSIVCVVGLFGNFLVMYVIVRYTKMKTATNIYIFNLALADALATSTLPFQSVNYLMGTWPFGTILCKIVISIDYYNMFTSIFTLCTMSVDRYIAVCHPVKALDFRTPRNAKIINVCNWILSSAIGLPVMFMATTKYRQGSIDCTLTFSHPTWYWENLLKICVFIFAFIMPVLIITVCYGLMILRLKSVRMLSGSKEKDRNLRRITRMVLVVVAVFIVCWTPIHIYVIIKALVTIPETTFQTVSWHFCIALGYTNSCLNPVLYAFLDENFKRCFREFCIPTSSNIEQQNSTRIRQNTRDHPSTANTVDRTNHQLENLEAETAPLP
Target sequence (P41143 whole entry, looked up): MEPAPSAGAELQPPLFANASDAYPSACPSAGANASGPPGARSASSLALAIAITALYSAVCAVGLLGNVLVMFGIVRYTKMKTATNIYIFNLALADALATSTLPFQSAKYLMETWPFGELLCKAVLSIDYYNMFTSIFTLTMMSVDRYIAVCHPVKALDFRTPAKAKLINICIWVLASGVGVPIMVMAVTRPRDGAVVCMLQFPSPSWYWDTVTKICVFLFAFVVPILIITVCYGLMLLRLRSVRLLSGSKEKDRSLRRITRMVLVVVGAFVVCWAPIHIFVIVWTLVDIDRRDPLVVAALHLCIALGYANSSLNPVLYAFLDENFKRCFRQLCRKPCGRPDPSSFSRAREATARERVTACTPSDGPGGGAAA
phage Ecoli inh = E. coli growth loss with phage present; growth absorbance; inhibition, % at 11.9 µM; 0.26% of 360,000 active; AID 651602; in the data active = inhibition above about 11%
PfHsp90 yeast 2 = reduces growth (ATP signal) of yeast expressing P. falciparum Hsp90; S. cerevisiae expressing PfHsp90, BacTiter-Glo ATP, 48 h; yeast lacking PDR1 and PDR3 efflux regulators; inhibition, % at 9.4 µM; 0.32% of 310,000 active; AID 504621;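 active = every replicate shows inhibition above about 80%, whatever the replicate mean, limit read from the data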;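 also: 0% = DMSO neutral controls and 100% = 20 µM radicicol positive controls; yeast relying on Plasmodium falciparum Hsp90 in place of its own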
OPRM1-OPRD1 ag = OPRM1-OPRD1 heterodimerization agonism | P35372+P41143 | cells, luminescence | activation, % at 9.3 µM | 0.3% of 340,000 active | AID 504326; in the data active = activation above about 18%;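 also: 0% = vehicle-treated cells and 100% = reference agonist; values of inactives mirror those of a sister screen read the other way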
Starred values were filed as active, the others as inactive; . = not tested or not shown. Rows were taken by chance; overall some 3.2% were active at least once.

SMILES	E coli growth	PKA-R1A activ	Pemphigus Ab inh	SUMO Mot1 rescue	HTR5A inv ctr	AddAB inh	HTR5A ag	MOR-DOR inv ag	phage Ecoli inh	PfHsp90 yeast 2	OPRM1-OPRD1 ag
O=C(N[C@@H](Cc1ccccc1)C(=O)Nc1ccc(F)cc1)C1CCNCC1	3.7	5	83	-8	-7	3.5	0	10	-1.1	-36	-2.0
COc1cc2c(cc1OC)CN(C(=O)CCNC(=O)c1ccc(Br)cc1)CC2	.	6	104	.	-2	.	5	12	-0.7	-15	-1.9
Cc1ccccc1NC(=O)Cc1nc(COC(=O)Cc2ccccc2F)cs1	1.9	3	101	-11	5	1.6	-3	6	0.1	1	-1.4
c1ccc(CCNc2nc3ccccc3s2)cc1	-2.3	-4	102	-42	7	2.9	4	6	3.0	-12	-1.1
CCOc1ccc(C(=O)OCn2nnc3ccccc3c2=O)cc1OC	-1.8	-2	99	17	6	0.2	5	9	1.9	-1	-1.6
CC(C)C(c1nnnn1C1CCCC1)N1CCOCC1 (stereo unspecified)	-1.1	6	100	-3	-15	-0.1	-4	12	2.5	0	-2.0
Cc1c(C(=O)N2CCCC2)oc2c1-c1nn(CC(=O)NCCCN3CCCCC3)cc1CC2	-1.6	4	101	-25	17	3.7	1	6	-0.5	0	-1.0
COc1cc(OC)c2c(N)c(C#N)c(C(F)(F)C(F)(F)F)nc2c1	1.0	-4	109	9	9	1.2	-1	-53	0.3	-25	11
C[C@H](NC(=O)[C@@H]1Cc2ccccc2CN1)C(=O)Nc1ccc2c(c1)OCCO2	3.6	4	94	8	3	5.4	1	4	1.9	10	-0.7
COc1ccc2oc(=N)c(-c3nnc4n3CCCCC4)cc2c1	0.7	-16	97	108	28	2.3	1	13	3.1	.	-2.4
N#Cc1c(N)nc2c(c1-c1ccncc1)CCCCCC2	2.4	-1	105	-13	-8	1.0	-4	0	0.9	12	0.0
CC(C)[C@H](NC(=O)c1ccccc1F)C(=O)Nc1nc2c(s1)CCCC2	-2.1	-8	95	1	15	3.0	-6	16	2.3	40	-3.1
CCOCCCNC(=O)c1[nH]c(C)c(C(C)=O)c1C	0.4	-3	104	-6	-37	3.6	4	-4	2.6	21	0.6
CN(C(=O)c1ccc(NC(=O)Cc2ccc(NC(=O)C3CCCN(C(=O)C4CCC4)C3)cc2)cc1)C1CCCC1 (stereo unspecified)	.	-4	101	.	-1	.	0	3	1.9	0	-0.6
Cc1cc(C)n(-c2c(C)[nH]c3ccccc23)n1	-1.5	3	113	-3	15	-0.6	-1	9	-0.3	.	-1.8
CN(C)CCN(Cc1ccco1)S(=O)(=O)c1ccc(-c2ccc(=O)[nH]n2)s1	0.1	-11	.	150	-4	1.4	0	15	-0.1	-6	-2.8
Cc1nc2c(cc1C(=O)N/N=C/c1ccc([N+](=O)[O-])cc1)c(=O)n(C)c(=O)n2C	-0.6	0	-7.8*	6	27	1.1	-3	7	0.0	-1	-1.4
O=C(NCC(=O)N1CCOCC1)OCc1ccccc1	1.2	-8	78	-16	-14	-1.1	4	4	1.8	9	-0.8
O=C(CSc1nnc(-c2cccnc2)s1)Nc1ccc(C(=O)O)cc1	1.6	-11	98	4	5	1.4	0	7	-0.8	17	-1.4
CC(NC(=O)/C=C/c1ccco1)c1nc2ccccc2n1Cc1cccc(Cl)c1 (stereo unspecified)	3.0	-11	104	-7	-22	5.1	-1	-12	2.5	-7	2.4
CSCCC(NC(=O)c1ccco1)C(=O)NCC(c1ccccc1)N(C)C (stereo unspecified)	-0.7	1	.	-19	-15	2.3	5	-11	4.2	-5	2.7
CCOc1ccc(NC(=O)C(=O)N/N=C\c2ccc(CNS(=O)(=O)c3ccccc3)o2)cc1	2.9	-6	98	13	-5	2.5	2	-13	2.8	-5	2.6
Cc1ccc(-c2nc(N)s[n+]2-c2ccccc2)cc1	2.5	-4	81	3	-1	2.1	0	7	3.9	10	-1.4
CCOc1ccc(CCNC(=O)c2nnc(CS(=O)(=O)c3ccccc3)o2)cc1OCC	0.8	-4	112	49	-22	1.5	1	12	-0.2	20	-1.6
COc1ccc(S(=O)(=O)N2CCC(C(=O)NC3CC3)CC2)cc1C	1.6	-3	93	-1	-13	1.9	5	7	-1.3	1	-1.1
COc1ccc(-c2c(C)n([O-])c3c([n+]2=O)CCC3)cc1OC	0.7	-12	.	172	-2	-0.6	1	10	1.3	-2	-1.7
CCOCc1c(C(=O)OCC(=O)NCc2ccc(F)cc2)oc2ccccc12	-1.2	3	.	.	1	2.8	5	-14	-2.9	-11	3.5
COc1ccc(Nc2cc(=O)n(-c3ccccc3)c3c2c(=O)n(C)c(=O)n3C)cc1	-2.5	.	93	1	.	1.8	.	.	1.0	1	.
CSc1ccccc1Sc1cc(C(=O)O)c2ccccc2n1	1.5	-13	98	16	-1	1.9	0	11	1.7	-15	-2.2
CCOC(=O)C1=CN(Cc2cccc(F)c2)S(=O)(=O)N(C)C1c1ccc2ccccc2c1 (stereo unspecified)	1.6	2	96	.	3	-1.2	-1	1	1.9	-5	-0.1
O=C(Nc1ccc(Br)c(Cl)c1)c1ccco1	0.1	-13	102	-8	-30	4.2	9	0	2.5	-7	-0.1
O=C(Cc1c(Cl)cccc1Cl)OCC(=O)N1CCN(C(=O)c2ccco2)CC1	-1.5	0	107	0	-19	-1.3	7	-3	2.5	15	0.3
CCOc1ccc(-c2nnc(NC(=O)Cc3ccc(OC)cc3)o2)cc1	-4.1	-1	.	24	4	-0.8	-1	10	-4.6	-7	-1.6
COc1ccc2c(c1)C(=NN)c1cc(OC)ccc1-2	-0.2	-3	101	-11	8	0.9	5	10	3.0	-38	-1.8
O=C(N/N=C/c1cccc([N+](=O)[O-])c1)c1cnccn1	-3.0	-7	108	-1	2	3.0	3	-7	0.8	-17	1.6
O=C(Cn1c2ccccc2c(=O)c2ccccc21)N/N=C/c1cc([N+](=O)[O-])ccc1N1CCCCCC1	-1.4	-9	97	7	-17	-1.7	-2	20	2.3	.	-3.7
O=c1c2ccccc2n(Cc2ccc(Cl)cc2)c(=O)n1Cc1ccco1	-1.7	-4	103	22	-2	4.5	0	-2	2.1	11	0.5
CCCCCn1c(=O)[nH]c2cc(C(=O)Nc3ccc(OC)cc3)ccc2c1=O	-3.2	-3	.	-11	-2	3.9	-3	7	.	-7	-0.9
COc1ccc(C)cc1-n1c(SCC(=O)Nc2cccc(C(=O)O)c2)nc2ccccc2c1=O	-0.6	-2	101	-1	7	-0.2	0	8	3.2	37	-1.5
Cc1cc(Cl)ccc1OCC(=O)NCCCCc1ccccc1	-2.4	0	114	-3	4	-1.3	3	-30	4.0	-16	5.5

Two entries from above, as comma-separated lines:
SMILES,E coli growth,PKA-R1A activ,Pemphigus Ab inh,SUMO Mot1 rescue,HTR5A inv ctr,AddAB inh,HTR5A ag,MOR-DOR inv ag,phage Ecoli inh,PfHsp90 yeast 2,OPRM1-OPRD1 ag
COc1ccc(C)cc1-n1c(SCC(=O)Nc2cccc(C(=O)O)c2)nc2ccccc2c1=O,-0.6,-2,101,-1,7,-0.2,0,8,3.2,37,-1.5
Cc1cc(Cl)ccc1OCC(=O)NCCCCc1ccccc1,-2.4,0,114,-3,4,-1.3,3,-30,4.0,-16,5.5

(next part)
SMILES	E coli growth	PKA-R1A activ	Pemphigus Ab inh	SUMO Mot1 rescue	HTR5A inv ctr	AddAB inh	HTR5A ag	MOR-DOR inv ag	phage Ecoli inh	PfHsp90 yeast 2	OPRM1-OPRD1 ag
CCOC(=O)c1c(C)[nH]c(C)c1S(=O)(=O)NC(CC)CN1CCOCC1 (stereo unspecified)	0.8	-5	.	-24	-13	2.9	3	12	0.8	9	-2.3
Cc1cc(C)nc(NS(=O)(=O)c2ccc(NC(=S)NC(=O)c3ccco3)cc2)n1	-1.8	-6	102	-6	9	-0.5	-3	14	2.5	0	-2.7
O=C(Nc1ccc(F)cc1F)N1CCCCC1c1cccnc1 (stereo unspecified)	0.3	0	102	-22	6	1.0	-3	7	0.6	.	-1.4
COc1ccc(Oc2c(C)oc3c(CN4CCOCC4)c(O)ccc3c2=O)cc1	-0.5	-12	99	-5	-3	3.4	-3	5	1.6	12	-0.8
CSCCC(=O)N1CCCC(CO)(CCCc2ccccc2)C1 (stereo unspecified)	1.6	-8	96	-1	-2	3.9	0	-4	-0.7	4	0.8
N#Cc1ccc(CSCC(=O)NN=C2CCCC2)cc1	1.5	-8	101	-5	-10	1.6	2	18	2.0	-25	-3.9
CN(C)C(CNS(=O)(=O)c1ccc(Cl)cc1F)c1ccco1 (stereo unspecified)	0.4	0	124	19	-4	-1.0	2	-6	-1.3	-17	1.5
Cc1ccc(/C(O)=C2\C(=O)C(=O)N(CCN(C)C)C2c2ccccc2F)cc1 (stereo unspecified)	0.2	-1	99	12	14	-1.7	-5	0	2.9	-16	0.1
COc1ccc(CC(=O)OCCc2cc3cc(OC)c(OC)cc3c(=O)o2)cc1	2.5	-7	98	-1	20	0.9	-8	6	3.0	8	-1.0
O=C(NCc1ccccc1Cl)C(=O)c1cn(CC(=O)N2CCOCC2)c2ccccc12	2.2	3	102	-8	-2	1.5	5	4	3.0	-9	-0.8
CCN1CCN(c2ccc(S(=O)(=O)N3CCCCC3)cc2NC(=O)CCNC(C)=O)CC1	.	-12	98	.	14	.	1	13	4.0	-1	-2.7
CCc1c(O)nc(SCC(=O)N(CC)CC)[nH]c1=O	0.0	-12	99	91	-1	-2.3	7	-4	-2.5	-104	0.7
Cc1cc(OC(=O)c2cccc([N+](=O)[O-])c2)c(C)cc1CN1CCOCC1	0.5	-3	110	254	-14	5.2	1	-34	3.0	-5	6.7
O=C(Nc1ccc(N2CCN(C(=O)c3ccco3)CC2)c(Cl)c1)c1cccs1	3.9	-14	121	24	24	6.6	-3	10	1.8	16	-2.5
CCOc1ccc(NC(=O)CCSc2nc3c(c(CC)c2C#N)C(=O)CC(C)(C)C3)cc1	-0.8	10	105	-16	-47	1.7	-1	4	0.9	5	-0.8
O=C(Cc1ccccc1)Nc1ccc(C(=O)NCc2ccccc2)cc1	1.5	4	108	-7	-7	2.3	2	7	1.0	37	-1.4
COc1ccc(C2C(C(=O)Nc3ccc(OC)c(OC)c3)c3ccccc3C(=O)N2C)cc1 (stereo unspecified)	-1.7	-3	114	126	9	4.0	-3	6	1.1	.	-1.2
CS(=O)(=O)N1CCC(Oc2ccccc2C(=O)N2CCN(CC3CC3)CC2)CC1	3.5	-5	104	-14	-15	4.2	5	14	4.1	5	-2.6
CC(=O)Nc1c(Nc2ccccc2)c2ccccc2oc1=O	4.6	.	.	487	.	5.9	.	.	4.5	0	.
COc1ccc(CNC(=O)CCC2N=C3c4ccccc4N=C(SCC(=O)NCC4CCCO4)N3C2=O)cc1 (stereo unspecified)	-0.1	-2	101	7	8	3.0	2	-2	-0.2	17	0.3
NS(=O)(=O)c1ccc(CCNC(=O)COC(=O)COc2cccc(C(F)(F)F)c2)cc1	0.0	-3	.	3	11	0.0	-4	18	0.0	-9	-4.3
COc1ccc(Oc2ccc(C(F)(F)F)cc2NC(=O)CC(CC(=O)O)c2ccccc2)cc1 (stereo unspecified)	-0.3	-10	99	-11	-3	2.2	1	13	1.4	16	-2.8
